LDHA inh – qHTS assay for inhibitors of human lactate dehydrogenase; L-lactate dehydrogenase A chain (Homo sapiens), P00338; purified LDHA, NADH/diaphorase-resazurin fluorescence; stronger effect = lower value; activity change, % (values are at about 110 or 230 µM); 480,000 compounds, 0.15% hits; in the data active means activity change below about -30%; inconclusive means mostly about -25% to -30%;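 further: plate controls were DMSO wells for no effect and wells without enzyme for full effect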
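Human LDH5 (2 nM) was incubated with 0.06 mM NADH and 0.2 mM pyruvate for 5 min at room temperature in Tris pH 7.4. Remaining NADH was coupled through diaphorase/resazurin, and resorufin fluorescence was read at 0 and 20 min.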
* marks the source's active call; other numbers are inactive results.

`CCOc1ccc(-c2noc(-c3nnn(-c4ccccc4OCC)c3N)n2)cc1` gave LDHA inh 2.
`CCN(CCC(F)(F)F)C(=O)c1cc2cccc([N+](=O)[O-])c2[nH]1` gave LDHA inh -6.
Screening C/C=C/Cn1c(SCC(C)C)nc2c1c(=O)[nH]c(=O)n2C returned LDHA inh 0.
S=C(NCc1ccccc1)NCc1ccc(Cl)cc1Cl was read as LDHA inh 4.
For O=C(NC1CC(=O)N(c2ccc3c(c2)OCCO3)C1)c1ccc(S(=O)(=O)N2CCOCC2)cc1 (configuration not stated) the results were LDHA inh 0.
Screening COc1ccc(-c2nc(CNC(=O)Nc3cccc(OC)c3)c(C)o2)cc1 returned LDHA inh -2.
For Cc1cc(C(C)(C)C)cc(C)c1CS(=O)Cc1cccc(F)c1 (configuration not stated) the results were LDHA inh 10.
Screening Cc1ccc(CNc2nc3ccccc3nc2NS(=O)(=O)c2ccc(C)cc2)cc1 returned LDHA inh -2.
Screening COc1cc(/C=C2\CCC(C3CCCC3)C2=O)ccc1OCCC(C)C (configuration not stated) returned LDHA inh 14.
For N#CC1(NC(=O)CSC2=Nc3ccccc3CS2)CCCCC1 the results were LDHA inh 7.
`CC(C)Cn1nc(C(=O)Nc2ccc(SC(F)F)cc2)c2ccccc2c1=O` gave LDHA inh 4.
For O=C1CCC(C(=O)OCc2ccc(Br)cc2)=NN1 the results were LDHA inh -4.
For COc1ccc(C(=O)c2ccccc2)c(OCc2ccccc2C#N)c1 the results were LDHA inh 4.
`CC(C)Cn1cnc2c1c(=O)n(CC(=O)NCC(F)(F)F)c(=O)n2Cc1ccccc1` gave LDHA inh -5.
`CCCC(=O)n1nc(-c2ccc(Cl)cc2)nc1N` gave LDHA inh -3.
`COc1ccccc1C(=O)COC(=O)Cc1coc2cc3c(cc12)CCC3` gave LDHA inh -9.
CC(C)NC(=O)NC(=O)CN(C)Cc1ccccc1 was read as LDHA inh 4.
`CCN(CC)c1ccc(C=Nc2ccc(Br)c(Cl)c2)cc1` gave LDHA inh 3.
Cc1cc(C)c2oc(C(=O)NCCc3nc(-c4ccccc4)no3)cc(=O)c2c1 was read as LDHA inh 13.
For Cc1c(S(=O)(=O)N2CCCC2c2cccc(F)c2)cnn1C(F)F (configuration not stated) the results were LDHA inh 5.

Looked up one by one from above (2):
`COc1ccccc1C(=O)COC(=O)Cc1coc2cc3c(cc12)CCC3` gave LDHA inh -9.
`CC(C)Cn1cnc2c1c(=O)n(CC(=O)NCC(F)(F)F)c(=O)n2Cc1ccccc1` gave LDHA inh -5.

Carrying on:
`CCc1nc(NCc2ccncc2)c(C#N)c2c1CCCC2` gave LDHA inh 3.
For CCCCOc1ccc2c(C)c(CCC)c(=O)oc2c1 the results were LDHA inh 0.
CC(Nc1oc(COc2ccccc2)nc1C#N)c1ccccc1 (configuration not stated) was read as LDHA inh -5.
`Cc1ccccc1CNc1ncnc2ccccc12` gave LDHA inh 0.
Screening O=C(Nc1ccc(F)c(F)c1)c1cc(-c2ccco2)nc2ccccc12 returned LDHA inh 4.
Screening CC(C)CC(NC(c1ccccc1)(c1ccccc1)c1ccccc1)C(=O)O (configuration not stated) returned LDHA inh 1.
Cc1ccc(-c2nc(CS(=O)(=O)Cc3cccc(F)c3)co2)cc1 was read as LDHA inh 8.
Screening Cc1noc(C)c1CN1CCN(C(=O)c2cn(C)nc2-c2ccc3c(c2)OCCCO3)CC1 returned LDHA inh 0.
For Cn1ccc2cc(S(=O)(=O)N3CCN(S(=O)(=O)c4c(F)cccc4F)CC3)ccc21 the results were LDHA inh -1.
CCC(=O)N(CCC1(c2ccc(C)cc2)CCOC(C)(C)C1)Cc1ccccc1 (configuration not stated) was read as LDHA inh -4.
CCOC(=O)[C@]12CCC=C1N(Cc1ccco1)C(=O)[C@H](CC(=O)NCc1ccc(C)o1)C2 was read as LDHA inh 1.
Screening O=C(CC(NC(=O)c1ccccc1)c1ccccc1)NC12CC3CC(CC(C3)C1)C2 (configuration not stated) returned LDHA inh 2.
For CN1CCN(c2nc3c([nH]2)c(=O)n(C)c(=O)n3C)CC1 the results were LDHA inh 13.
For CCc1ccc2nc(-c3ccc(C)o3)cc(C(=O)O)c2c1 the results were LDHA inh -23.
For COc1ccc(NC(=O)c2ccccc2NC(=O)CSc2ncnc3ccccc23)cc1 the results were LDHA inh 0.
`COCCNC(=O)c1cc(-c2ccccc2)nc2ccc(C)cc12` gave LDHA inh -1.
`OC12CC3CC(C1)CC(NCc1cccc4ccccc14)(C3)C2` gave LDHA inh 0.
O=S(=O)(c1ccc2c(c1)OCCO2)c1nc(-c2ccccc2F)oc1N1CCOCC1 was read as LDHA inh 2.
`CN(Cc1ccccc1)c1ccccc1NCC(=O)NC(N)=O` gave LDHA inh 8.
For O=C1CC(C(=O)N2CCN(S(=O)(=O)c3c(Cl)cccc3Cl)CC2)c2ccccc2N1 (configuration not stated) the results were LDHA inh 10.

Structural class, those above containing a COOH group.
Screening CC(C)CC(NC(c1ccccc1)(c1ccccc1)c1ccccc1)C(=O)O (configuration not stated) returned LDHA inh 1.
For CCc1ccc2nc(-c3ccc(C)o3)cc(C(=O)O)c2c1 the results were LDHA inh -23.

(more compounds)
Screening Cc1[nH]c2ccccc2c1C(C(=O)O)N1CCN(Cc2ccccn2)CC1 (configuration not stated) returned LDHA inh 3.
For CC(=O)Nc1ccc(-c2c(NC(C)=O)sc3c2CCNC3)cn1 the results were LDHA inh 12.
`C(=C\c1ccccc1)/CNC12CC3CC(CC(C3)C1)C2` gave LDHA inh 1.
CC(NC(=O)c1nccnc1N)c1ccccc1 (configuration not stated) was read as LDHA inh -4.
Screening Fc1ccc(CNC(=S)Nc2cccc(F)c2)cc1 returned LDHA inh 0.
`Cc1cc2c(cc1C)CSC(c1ccccc1OC(=O)c1ccc(I)cc1)SC2` gave LDHA inh 11.
O=C(O)C1(c2cccc(F)c2)CCCCC1 was read as LDHA inh 0.
`Cc1cc(C)c(NC(=O)CCc2ncc(-c3ccccc3)o2)c(C)c1` gave LDHA inh 0.
Screening O=[N+]([O-])c1ccc(Oc2cccc3cccnc23)cc1C(F)(F)F returned LDHA inh 33.
`Cc1ccccc1C(=O)NCCSc1c(C)[nH]c2ccccc12` gave LDHA inh -5.
`O=C(O)c1c[nH]c2ccc(Br)cc12` gave LDHA inh 9.
Cc1cc(=S)n2ccccc2n1 was read as LDHA inh 2.
For O=C(Nc1nccs1)c1ccc[n+]([O-])c1 the results were LDHA inh 13.
`CCCC[C@@H]1Cc2[nH][nH]c(=O)c2[C@H](c2ccc3ccccc3c2)O1` gave LDHA inh 0.
CC(C)C1Cc2c(sc3nc(SCC(=O)c4ccccc4)nc(N)c23)CO1 (configuration not stated) was read as LDHA inh 4.
For O=C(Cn1ncc2ccccc2c1=O)Nc1ncc(Cc2ccc(C(F)(F)F)cc2)s1 the results were LDHA inh 0.
CCCCCCCOc1ccc(/C=C/c2ccc(CCCCCCC)cn2)cc1 was read as LDHA inh 6.
Cc1ccnc(NC(=O)c2cc(C)nc3ccccc23)c1 was read as LDHA inh 4.
For CCOc1ccccc1NC(=O)CSc1nccn1-c1cccc(C(F)(F)F)c1 the results were LDHA inh 9.
`COc1ccc(CCn2c(SCCC(C)C)nc3c2c(=O)n(C)c(=O)n3C)cc1` gave LDHA inh 11.
Screening O/N=C/c1cn(Cc2ccccc2)c2ccccc12 returned LDHA inh 7.
For COCCCNc1oc(/C=C/c2ccc(OC)c(OC)c2)nc1C#N the results were LDHA inh inconclusive.
Cc1ccc(NC(=O)CCC2CCCCC2)cc1 was read as LDHA inh 0.
For O=C(COC(=O)CC12CC3CC(CC(C3)C1)C2)Nc1ccc(F)c([N+](=O)[O-])c1 the results were LDHA inh -22.
CC(Sc1nnc(-c2cccs2)n1C1CC1)C(=O)N1CCc2ccccc2C1 (configuration not stated) was read as LDHA inh -4.
`O=C(O)CCNS(=O)(=O)/C=C/c1ccccc1` gave LDHA inh -8.
Screening O=c1[nH]c(N2CCOCC2)nc2nccc(-c3cccnc3)c12 returned LDHA inh 3.
Cc1c(C)n(CCCN(C)C)c2ncn3nc(COc4cccc5ccccc45)nc3c12 was read as LDHA inh 0.
Screening Cc1cccc(OCCn2c(C)nc3cc(C)c(C)cc32)c1 returned LDHA inh inconclusive.
COc1cc(NC(=O)C(=O)NC(C)CCc2ccccc2)ccc1N1CCCCS1(=O)=O (configuration not stated) was read as LDHA inh 1.
Screening CC1=C2C(=O)CC(c3cccc(Cl)c3)CC2=Nc2ccccc2N1 (configuration not stated) returned LDHA inh 11.
For O=C(CCc1c[nH]c2ccccc12)Nc1ccc(Oc2ccccc2)cc1 the results were LDHA inh -25.
CCOc1ccc(NC(=O)CSCc2cc(=O)c3cccc(OC)c3[nH]2)cc1 was read as LDHA inh 7.
For CN(Cc1nc2scc(-c3ccc(F)cc3)c2c(=O)[nH]1)Cc1ccco1 the results were LDHA inh 12.
For CCC(C)NC(=O)CCc1cccnc1 (configuration not stated) the results were LDHA inh 13.
`COc1ccc(NC(=O)COc2ccc3cc(Br)ccc3c2)cc1S(=O)(=O)N(C)C` gave LDHA inh 10.
For O=C(O)C(=O)/C(=C/c1ccsc1)c1ccc2ccccc2n1 the results were LDHA inh 8.
`Cc1cccc(C(=O)N2CCC[C@H]2C(=O)N2CCC[C@H]2C(=O)NCc2ccncc2)c1` gave LDHA inh -3.
Screening CCC(CC)NC(=O)C(C)c1ccc2cc(OC)ccc2c1 (configuration not stated) returned LDHA inh 8.
For Cc1nc(C2CC2)ncc1C(=O)O the results were LDHA inh -2.

Part of the list above in order of formula weight, smallest number first:
CC(C)NC(=O)NC(=O)CN(C)Cc1ccccc1 was read as LDHA inh 4.
`OC12CC3CC(C1)CC(NCc1cccc4ccccc14)(C3)C2` gave LDHA inh 0.
`CCN(CC)c1ccc(C=Nc2ccc(Br)c(Cl)c2)cc1` gave LDHA inh 3.

The list continues.
`C/C(=N/Nc1ccc(S(=O)(=O)Nc2ccccc2)cc1[N+](=O)[O-])c1ccc(C#N)cc1` gave LDHA inh 3.
CSc1cccc(NC(=O)CSc2n[nH]c(-c3ccccc3Cl)n2)c1 was read as LDHA inh 7.
Screening COc1ccccc1/C=N/NC(=O)CCC(=O)Nc1cccc(Cl)c1C returned LDHA inh -12.
`O=C(Nc1cccnc1)c1cc(-c2ccncc2)nc2ccccc12` gave LDHA inh -18.
Screening Cc1ccccc1NC(=O)COC(=O)c1ccc2ccccc2n1 returned LDHA inh 5.
`COc1ccc(C2NC(=O)NC3=C2C(=O)N(Cc2ccccc2)C3)cc1OC` (configuration not stated) gave LDHA inh inconclusive.
`COc1ccc2c(C)c(CCC(=O)NCc3ccc4c(c3)OCO4)c(=O)oc2c1` gave LDHA inh -1.
For O=C1CC(C(=O)O)C2(CCCCC2)O1 (configuration not stated) the results were LDHA inh 4.
COc1ccc(-c2nc(CS(=O)Cc3ccccc3C)cs2)c(OC)c1 (configuration not stated) was read as LDHA inh 4.
For CCCCCOc1ccc(/C=C2\Cc3ccccc3C2=O)cc1 the results were LDHA inh 0.
O=C(CSc1nnc(-c2ccncc2)n1C1CC1)Nc1ccccc1C(=O)NC1CC1 was read as LDHA inh 2.
For Cc1ccsc1CNC(=O)Cc1ccc(F)cc1 the results were LDHA inh -7.
For COc1ccc(C2CCCCCN2C(=O)C2CCN(S(=O)(=O)c3ccc(Cl)cc3)CC2)cc1 (configuration not stated) the results were LDHA inh 2.
`Fc1cc(NC(=S)N2CCc3ccccc32)ccc1Cl` gave LDHA inh -24.
For COc1cccc(C(=O)N2CCC(NS(=O)(=O)c3cccs3)CC2)c1 the results were LDHA inh -1.
For N#Cc1cccc(COC(=O)c2ccccc2SCc2ccco2)c1 the results were LDHA inh 2.
`COc1ccc(OC)c(CN2C(=O)CCC2(C)c2nnnn2Cc2ccccc2)c1` (configuration not stated) gave LDHA inh 2.
`Cc1ccc(C(=O)NCc2ccc(N3CCCC3)nc2)cc1F` gave LDHA inh -6.
For Cc1cc(C)c2c(=O)cc(C(=O)N(Cc3ccccc3)Cc3ccco3)oc2c1 the results were LDHA inh 7.
CCOC(=O)[C@]12CCCC=C1N(Cc1cccc3ccccc13)C(=O)[C@H](CC(=O)N1CCSCC1)C2 was read as LDHA inh -5.

Among those listed so far, these have bromine.
For O=C1CCC(C(=O)OCc2ccc(Br)cc2)=NN1 the results were LDHA inh -4.
`CCN(CC)c1ccc(C=Nc2ccc(Br)c(Cl)c2)cc1` gave LDHA inh 3.
`O=C(O)c1c[nH]c2ccc(Br)cc12` gave LDHA inh 9.
`COc1ccc(NC(=O)COc2ccc3cc(Br)ccc3c2)cc1S(=O)(=O)N(C)C` gave LDHA inh 10.

Carrying on:
`Cc1ccc(NCc2c(C#N)c3ccccc3n2C)cc1` gave LDHA inh 11.
O=c1[nH]c(N2CCN(c3ccc(F)cc3)CC2)nc2c1CCC2 was read as LDHA inh 3.
Screening O=C(c1cn(-c2ccccc2)nc1-c1cccnc1)N1CCN(c2ccc(O)cc2)CC1 returned LDHA inh 21.
Screening Cc1ccc(S(=O)(=O)NCC(c2cccs2)N(C)C)s1 (configuration not stated) returned LDHA inh -19.
For C=CCNC(=O)NC(=O)Cn1ccnc1 the results were LDHA inh 10.
COc1cc(C)c(NC2CCOC2=O)cc1OC (configuration not stated) was read as LDHA inh 28.
Screening NS(=O)(=O)c1ccc(NCS(=O)(=O)O)cc1 returned LDHA inh -11.
CCCCC(=O)Nc1cc(C)c(O)c(-c2nc3ccccc3o2)c1 was read as LDHA inh 3.
`C/C(=N\Nc1ccc(F)cc1F)c1sc2ccc(Cl)cc2c1C` gave LDHA inh -1.

Source: PubChem (National Center for Advancing Translational Sciences (NCATS))

A portion of the library (hit frequency here may not be typical).
